Screening data deposited in PubChem BioAssay by National Center for Advancing Translational Sciences (NCATS).
Cycloheximide cs – Cycloheximide Counterscreen for Small Molecule Inhibitors of Shiga Toxin; cell reporter, cycloheximide protein synthesis inhibition counterscreen; max response, %; hit rate 12% among 300,000; in the data active means max response mostly above about 13%, no sharp cut-off; inactive means mostly below about 14%; further: read at 38.3 µM for the half of the compounds with a filed dose; 0% is about no effect
Giardia FBPA inh – qHTS Assay for Inhibitors of Fructose-1,6-bisphosphate Aldolase from Giardia Lamblia | A8B2U2 | purified Giardia FBPA | Potency, µM (highest dose often 59.6 µM), for inactives: at the top dose activity, negative = inhibition, actives largely listed as inhibitors | hit rate 0.71% among 290,000 | AID 2451, 2010; further: potency means the concentration at half of the fitted maximal effect; on the % scale 0 is the no-effect control and ±100 the full control effect; nearly all actives have a fitted effect of over 55% in size
Target sequence (A8B2U2 whole entry, looked up): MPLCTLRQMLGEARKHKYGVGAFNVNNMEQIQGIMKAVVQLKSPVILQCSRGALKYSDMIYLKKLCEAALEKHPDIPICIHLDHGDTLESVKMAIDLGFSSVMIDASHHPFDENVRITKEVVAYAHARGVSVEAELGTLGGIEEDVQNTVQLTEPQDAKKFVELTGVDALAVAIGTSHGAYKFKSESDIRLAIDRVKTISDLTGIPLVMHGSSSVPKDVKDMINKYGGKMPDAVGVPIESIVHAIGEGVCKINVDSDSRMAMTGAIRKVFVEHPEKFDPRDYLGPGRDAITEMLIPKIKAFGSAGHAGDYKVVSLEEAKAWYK
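40 nM FBPA preincubated 10 min at RT with compound (up to 57.5 uM final), then substrate plus GAPDH/TPI/NAD/arsenate coupling and diaphorase/resazurin added. Fluorescence read after 20 min at RT, 525/598 nm.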
Pf growth 96h – Primary qHTS for delayed death inhibitors of the malarial parasite plastid, 96 hour incubation. P. falciparum luciferase reporter growth, 96 h. Potency, µM (series often up to 28.7 µM), inactives show at the highest dose activity change, negative = inhibition, usual class: inhibitors. hit rate 6.9% among 320,000; further: potency means the concentration at half of the fitted maximal effect; on the % scale 0 is the no-effect control and ±100 the full control effect
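Plates of compound plus infected erythrocytes (2% hematocrit, 0.05% parasitemia final) incubate 96 hours, 37 C, 5% CO2. Detection reagent added; reduced luminescence from the parasites' luciferase reporter flags inhibition.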
Shiga inhibitor – A qHTS for Small Molecule Inhibitors of Shiga Toxin; Vero cells, Shiga toxin protein synthesis inhibition reporter; inhibition, % at 38.7 µM; hit rate 9.2% among 290,000; AID 2315, 2010; in the data active means inhibition mostly above about 28%, no sharp cut-off; inactive means mostly below about 43%; further: 0% is about no effect
Sm TGR inh – qHTS Assay for the Inhibitors of Schistosoma Mansoni Peroxiredoxins. hit rate 3% among 360,000. Schistosoma mansoni thioredoxin glutathione reductase (TGR), Q962Y6. Potency, µM (highest dose often 114 µM), inactives show at the top dose activity change, negative = inhibition, usual class: inhibitors. purified TGR, DTNB reduction, TNB absorbance 405 nm. AID 485364, 2010; further: potency means the concentration at half of the fitted maximal effect; on the % scale 0 is the no-effect control and ±100 the full control effect; nearly all actives have a fitted effect of over 60% in size
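TGR 20 nM + NADPH 100 uM (dispensed conc.), cpd preinc 15 min RT; start with NADPH (500 uM addition) then DTNB (15 mM addition). Kinetic TNB absorbance, 405 nm filter. Four-parameter Hill fit across titration.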
Pf growth 48h – Primary qHTS for delayed death inhibitors of the malarial parasite plastid, 48 hour incubation | P. falciparum luciferase growth in erythrocytes, 48 h | Potency, µM (titrated, usually from 28.7 µM), inactives show at the highest dose activity change, negative = inhibition, hits mostly inhibitors | hit rate 5.9% among 310,000 | AID 504832, 2011; further: potency means the concentration at half of the fitted maximal effect; on the % scale 0 is the no-effect control and ±100 the full control effect
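Compounds are pin-transferred into medium, infected erythrocytes (2% hematocrit, 0.1% parasitemia final) are added, and plates sit one parasite generation at 37 C in 5% CO2. Detection reagent is then added and luminescence measured.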
* marks the source's active call; other numbers are inactive results; i = inactive; u = inconclusive; x = not tested or not shown; & = joins results of further samples; [ ] = dose if it differs, or a comment. Unless noted, the call rests on the fitted dose curve; in most records, active means well fitted curve in the direction sought with a large enough effect; inconclusive means small, poorly fitted or top-dose-only effect, or another doubt; inactive means no such curve, though single readings can be large; an effect the other way counts as inactive or inconclusive.

SMILES	Cycloheximide cs	Giardia FBPA inh	Pf growth 96h	Shiga inhibitor	Sm TGR inh	Pf growth 48h
Cc1cc(N2C(=O)C(=O)/C(=C(/O)c3ccccc3)C2c2cccs2)no1 (configuration not stated)	-3.4	15.0%	2.2%[5.75 µM]	12.6	39.8µM*	2.4%
Cc1ccccc1-c1cc(C(=O)NCc2cccc(C(F)(F)F)c2)nn1CC1CC(c2cccc([N+](=O)[O-])c2)=NO1 (configuration not stated)	x	x	6.57µM*	x	1.3%	3.7µM*
CCc1nn(C(CC)C(=O)NCCCN2CC(C)CC(C)C2)c(=O)c2cc3oc(C)cc3n12 (configuration not stated)	-3.0	x	0.185µM*	9.9	7.1%	u
COc1ccc(C2=NOC(C(=O)Nc3cccnc3)C2)cc1 (configuration not stated)	10.3	4.1%	u	-11.0	-1.9%	x
CCN(CC)Cc1c(C(=O)OC)nnn1-c1nonc1N	-1.6	6.7%	-0.2%	-9.2	-22.8%	-4.0%
CC1(C)C2([N+](=O)[O-])CN3CC1([N+](=O)[O-])CN(C2)C3c1cccnc1 (configuration not stated)	2.7	2.8%	6.4%	3.4	3.1%	-6.1%
CC(C)Cn1c(=O)c2ccccc2c2ccccc2c1=O	-0.5	-0.8%	x	6.8	-1.2%	21.9%
Cc1nc2c3c(-c4ccccc4)c(-c4ccccc4)oc3ncn2n1	-3.1	7.6%	x	-12.3	6.5%	34.1%[activator]
CCOC(=O)CCNC(=O)Nc1ccc2nc(C)n(Cc3ccccc3Cl)c(=O)c2c1	-4.3	2.5%	u	-5.0	1.8%	u
Nc1nc2ccccc2n1C(=O)c1cccs1	50.6*	0.1%	14.9%	91.3*	9.1%	0.0%
CC(C)[C@H](NC(=O)c1ccco1)C(=O)OCC(=O)Nc1cccc(F)c1	-0.9	2.2%	1.9%	3.0	0.5%	7.0%
C/C(=N/NC(=O)c1ccccc1O)c1ccc(N2C(=O)C3CCCCC3C2=O)cc1 (configuration not stated)	22.2*	-3.4%	5.8%	55.8*	10.8%	43.4%[activator]
COc1ccccc1NC(=O)c1ccc(NC(=O)COC(=O)C2(C)CC2(Cl)Cl)cc1 (configuration not stated)	4.6	-6.5%	-23.2%	17.0	5.9%	2.1%
COc1cccc(-c2nn(C)c3sc(C(=O)NCc4ccc(C)o4)cc23)c1	23.3*	-13.4%	u	27.9	8.91µM*	u
Cc1ccccc1N1CCN(C2CCCN(C(=O)CCC(F)(F)F)C2)CC1 (configuration not stated)	-1.1	3.9%	u	x	-1.8%	3.7%
COc1ccc(NC(=O)COC(=O)[C@@H]2CCCN2C(=O)c2cccs2)c(OC)c1	-2.3	2.4%	x	-8.7	0.7%	-2.2%
COc1ccc2nc(/N=C(\N)NC(=O)Nc3ccccc3)nc(C)c2c1	21.4*	-6.9%	-14.0%	69.1	-11.8%	1.85µM*
Cc1ccc(-c2n[nH]c(=O)c3ccccc23)cc1S(=O)(=O)NCCN1CCOCC1	-2.4	-0.4%	u	-17.9	0.0%	-4.5%
CCOC(=O)c1ccc(NC(=O)CNC(=O)C23CC4CC(CC(C4)C2)C3)cc1	-3.1	2.2%	-0.6%	-7.5	13.6%	-0.5%
CCCNc1cc(C)oc(=O)c1C(=O)CCC	8.1	1.8%	-22.4%	-10.8	12.2%	x
CCOc1cc(/C=N\NC(=O)c2c(C)nc3ccccn23)ccc1O	13.2*	-1.1%	246.8%[activator]	x	1.5%	-15.5%
CN(C)c1ccc(P(=O)(OC2CCCCC2)C(O)c2ccncc2)cc1 (configuration not stated)	-0.8	0.0%	14.4%	13.2	-18.8%	-9.6%
CCNS(=O)(=O)c1ccc(C(=O)OCc2cc(=O)oc3cc(OC)ccc23)cc1	-4.1	-5.6%	-0.5%	-6.3	-3.4%	-5.0%
Cc1cc2ncn(S(=O)(=O)N3CCOCC3)c2cc1C	-2.7	1.5%	x	21.6	-9.7%	-0.9%
CCOC(=O)c1c(C)[nH]c(C(=O)OCc2ccc(F)cc2)c1C	49.8*	x	157.5%[activator]	71.8*	-6.7%	182.2%[activator]
COc1cc(/C=C2\C(=O)ON=C2c2ccccc2)cc(Cl)c1O	7.8	-22.5%	19.6%	11.7	7.08µM*	-0.1%
COc1ccc(C(=O)NNC(=O)c2cccc(F)c2)cc1	25.7*	u	84.1%[activator]	68.4*	3.7%	46.4%[activator]
O=C(O)CCC(=O)N1N=C(c2cccs2)CC1c1ccc(Br)cc1 (configuration not stated)	9.1	8.7%	-16.5%	13.4	17.2%	-10.9%
Clc1ccc(Cc2noc(Cc3ccccc3)n2)cc1Cl	1.9	0.1%	-19.9%	-2.7	-8.5%	8.7%
O=C1C(C2=NC(C(=O)O)C3C(=O)N(c4ccc(Cl)cc4)C(=O)C23)=C(O)c2ccccc21 (configuration not stated)	-2.0	0.1%	71.7%[activator]	-10.6	19.9%	0.0%
CCOC(=O)C1=C(O)/C(=C\c2sccc2C)N=C1C	2.0	-6.8%	20.3%	33.2	0.0%	u
Cc1cc(O)c(C=Nc2ccc(N3CCOCC3)cc2)c(C)c1Cl	-1.0	1.1%	u	x	-18.5%	-1.7%
N#CC1=C(Nc2ccc(Br)cc2)CCC1	-0.9	u	99.6%[activator]	23.4	u	22.5%
CCCCC(=O)Nc1cccc(-c2cn3ccsc3n2)c1	34.3*	0.1%	u	47.3*	-2.6%	106.4%[activator]
COC(=O)c1cnc(Nc2cc(C)ccc2OC)c2ccccc12	-3.3	11.0%	-10.3%	-8.4	2.8%	10.4µM*
Fc1cccc(-c2cc3nc4c(c(N5CCC6(CC5)OCCO6)n3n2)CCCC4)c1	28.3*	-8.5%	13.7%	107.8*	9.4%	9.28µM*
Cc1cc(/C=C(/C#N)c2nc3ccccc3[nH]2)c(C)n1-c1cccc([N+](=O)[O-])c1	32.4*	-5.6%	2.33µM*	37.3*	4.3%	x
CC(C)(C)c1cc(=O)n(-c2ccccc2)[nH]1	18.0	0.629µM*	10.4µM*	27.6	-17.4%	u
Cc1ccc(C(=O)NCCc2nc3ccccc3[nH]2)cc1[N+](=O)[O-]	1.0	1.8%	9.9%	-13.9	-2.6%	u
O=C(NC1CC1)c1ccc(S(=O)(=O)NC2CCCCCC2)cc1	-1.8	6.5%	-1.2%[5.75 µM]	-9.0	-24.8%	9.8%
Cc1c(C(=O)N2CCN(C(c3ccccc3)c3ccccc3)CC2)oc2ccccc12	x	x	14.7µM*	x	-10.8%	6.57µM*
Cc1ccc(N2C(=O)CC(N(CCc3ccccc3)C(=S)Nc3ccc(N(C)C)cc3)C2=O)cc1 (configuration not stated)	-3.0	-0.8%	u	19.4	-12.7%	11.7µM*
CC1(C)CC(=O)C/C(=N\NC(=O)c2cccs2)C1	1.6	-8.7%	-8.2%	18.8	-31.1%	2.3%
CSc1nc(C)cc(NC(N)=O)n1	1.2	1.1%	u	30.3	-0.5%	9.7%
CCCOc1ccc(Cl)cc1CN1CCOCC1	-1.4	-11.6%	u	12.1	-3.4%	19.4%
Cc1nn(-c2ccccc2)c(C)c1C(=O)NNC(=O)C(F)(F)F	11.7	5.8%	2.4%	12.4	10.1%	116.0%[activator]
CCCc1cc(=O)[nH]c(SCC(=O)N2CCCC2=O)n1	x	x	19.1%	x	1.8%	u
Cc1sc2nc(C(C)C)nc(SCC(=O)N3c4ccccc4CC3C)c2c1C (configuration not stated)	-0.7	5.9%	17.1%	-4.4	-2.7%	u
CCOC(=O)C1(Cc2ccccc2)CCCN(CCCn2cccn2)C1 (configuration not stated)	-4.3	0.1%	0.0%	22.5	-9.7%	u
COc1ccccc1C(=O)Nc1nc2nc(-c3ccccc3)cc(=O)n2[nH]1	9.7	15.6%	34.4%[activator]	15.4	2.9%&-2.0%	x

(further entries)
SMILES	Cycloheximide cs	Giardia FBPA inh	Pf growth 96h	Shiga inhibitor	Sm TGR inh	Pf growth 48h
Cc1ccc(NC(=O)C(c2ccc(Cl)cc2Cl)N2CCCC2)cc1 (configuration not stated)	-1.0	2.4%	27.2%	1.3	-12.1%	u
Nc1nc(NCc2ccccc2)nc(-c2ccccc2)n1	10.5	-5.0%	x	24.2	1.7%	u
Cc1cc(C(=O)CS(=O)(=O)c2ccc(F)cc2)cc(C)c1OC(=O)N(C)C	43.8*	-0.1%	148.5%[activator]	89.0*	-1.6%	i
CCOc1ccc(CO/N=C/c2c(C)[nH]c(=O)[nH]c2=O)cc1	-2.6	11.2%	-19.0%	-6.0	6.0%	-7.3%
O=C(NNC(=O)C(Cl)Cl)c1cnn(-c2ccccc2)c1C(F)(F)F	-2.3	-0.2%	197.2%[activator]	-3.5	-31.5%	-6.5%
COc1ccc(C(=O)C(C)Sc2nnc(C3CC3)n2C2CC2)cc1 (configuration not stated)	x	x	-21.7%	x	1.9%	-23.8%
CC(C(=O)c1c[nH]c(C(=O)N=CN(C)C)c1)c1ncc(C(F)(F)F)cc1Cl (configuration not stated)	-3.4	2.3%	-13.0%	-1.9	-4.1%	u
COc1ccc(C(=O)C(CN2CCCC2)c2ccccc2)cc1 (configuration not stated)	24.9*	-3.9%	3.6%	9.2	-5.2%	13.1µM*
O=C(CSc1nnc(CNC(=O)c2cccs2)o1)Nc1ccc(Cl)cc1	0.7	x	10.4µM*	-4.8	u	1.8%
COc1ccc(CCCC(=O)N/N=C/c2ccc(C)cc2)cc1	21.1	-11.6%	9.6%	31.7	-4.6%	6.5%

Taken from above:
In Sm TGR inh, CC(C)(C)c1cc(=O)n(-c2ccccc2)[nH]1 is entered as -17.4%
In Pf growth 48h, CCCCC(=O)Nc1cccc(-c2cn3ccsc3n2)c1 is entered as 106.4%[activator]

A different layout for 2 compounds above.
COc1ccc(C(=O)C(C)Sc2nnc(C3CC3)n2C2CC2)cc1 (configuration not stated)
  Cycloheximide cs: x	Giardia FBPA inh: x	Pf growth 96h: -21.7%	Shiga inhibitor: x	Sm TGR inh: 1.9%	Pf growth 48h: -23.8%
CC(C(=O)c1c[nH]c(C(=O)N=CN(C)C)c1)c1ncc(C(F)(F)F)cc1Cl (configuration not stated)
  Cycloheximide cs: -3.4	Giardia FBPA inh: 2.3%	Pf growth 96h: -13.0%	Shiga inhibitor: -1.9	Sm TGR inh: -4.1%	Pf growth 48h: u

The results go on.
SMILES	Cycloheximide cs	Giardia FBPA inh	Pf growth 96h	Shiga inhibitor	Sm TGR inh	Pf growth 48h
Cc1cc(C(N)=O)nn1-c1c(Cl)cc(Cl)cc1Cl	-1.9	0.6%	u	-2.4	14.6%	1.5%
O=c1c2[nH]cnc2n(-c2cccc(F)c2)c(=O)n1Cc1ccccc1	5.6	u	-4.3%	-15.9	14.4%	32.6%[activator]
CCN(CC)C(=O)CSc1ncnc2sc(C)c(C)c12	-2.0	-3.0%	28.3%	-9.3	0.2%	24.6%
O=C(CSc1nnc(Cc2cccs2)n1C1CC1)NC1CCS(=O)(=O)C1 (configuration not stated)	x	x	-16.7%	x	1.3%	u
[O-]/[N+](=C\c1ccncc1)c1ccccc1	3.2	0.8%	u	34.1	-6.1%	u
COc1ccc2oc(CS(=O)c3ccccc3)c(C(=O)O)c2c1 (configuration not stated)	-0.4	-4.2%	u	4.5	4.8%	21.5%
CC1CCc2cc(F)ccc2N1C(=O)c1cccs1 (configuration not stated)	-0.7	-2.6%	33.3%[1.15 µM]	-3.8	4.9%	0.0%
COc1ccc(NC(=O)C23CCC(C)(C(=O)C2)C3(C)C)cc1 (configuration not stated)	6.8	-2.0%	10.7%	-1.1	3.4%	34.4%[activator]
Cc1ccc(OCC(=O)NNC(=O)C(=O)NC(C)(C)C)cc1	-2.8	-8.8%	34.9%[activator]	-13.2	-3.5%	19.3%
